Screens: PubChem BioAssay, National Center for Advancing Translational Sciences (NCATS)
HT1080-NT tox: kills 2HG-producing HT-1080-NT fibrosarcoma cells; HT-1080-NT fibrosarcoma viability, CellTiter-Glo ATP luminescence, 48 h; Potency, µM (top dose mostly 46.1 µM), inactives show top-dose activity, negative = less viability, hits mostly cytotoxic; 360,000 compounds, 1.6% hits; AID 686970;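 note: NT is the 2HG producing partner of a matched IDH1 knockdown line; potency is the fitted concentration of half-maximal effect; 0% = DMSO-treated cells and -100% = media-only wells without cells; nearly all actives have a fitted effect of over 55% in size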
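Toxicity toward the 2HG-producing NT line was scored as %Activity, normalised to DMSO and no-cell wells, from CellTiter-Glo luminescence after 48 hours' treatment.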
IL-1B inflam inh: inhibitors of inflammasome signaling (IL-1 beta secretion) | AID 743279 | THP-1 LPS/ATP IL-1B secretion, AlphaLISA, 16 h; hits give low values | activity change, % at 57.5 µM | 360,000 compounds, 4.7% hits; in the data active = activity change below about -50%; inconclusive = mostly about -30% to -49%; note: % is set by controls: 0 for no effect and ±100 for the full control effect
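Secreted IL-1B measured by AlphaLISA bead assay after 16 h compound exposure of THP-1 cells; compounds (final up to 57.5 uM) added 1 h before LPS (250 ng/mL) and ATP (1.25 mM) stimulation; lower signal means less secretion.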
SW480 rereplic: inducers of DNA re-replication in SW480 colon cancer cells; SW480 DNA re-replication, Hoechst DNA content imaging, 48 h; Potency, µM (highest dose often 46.1 µM), without a hit: at the top dose re-replication activation, hits mostly activators; 340,000 compounds, 1.8% hits; AID 624297; note: potency is the fitted concentration of half-maximal effect; % of control where 0% means no effect; nearly all actives have a fitted effect of over 55% in size
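250 cells/well; 23 nL cpd via pin tool; 48 hr, 37 C, 5% CO2; Hoechst 40 min; imager read of total nuclear intensity, ex 405/em 500-530 nm.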
MCF10A rerep: DNA re-replication induction in MCF 10a cells; Potency, µM (series often up to 46.1 µM), for the others: at the top dose activity, positive = re-replication, actives largely listed as activators; MCF 10A DNA re-replication, Hoechst nuclear intensity, 48 h; 350,000 compounds, 2.9% hits; note: potency is the fitted concentration of half-maximal effect; % of control where 0% means no effect; nearly all actives have a fitted effect of over 50% in size
WRN helicase inh: blocks human WRN helicase; WRN helicase unwinding, fluorescent forked duplex, kinetic; 360,000 compounds, 0.46% hits; AID 651768; Potency, µM (series often up to 114 µM), without a hit: at the top dose activity change, negative = inhibition, actives largely listed as inhibitors; Q14191; note: potency is the fitted concentration of half-maximal effect; % is set by controls: 0 for no effect and ±100 for the full control effect; nearly all actives have a fitted effect of over 55% in size
Target sequence (Q14191 whole entry, looked up): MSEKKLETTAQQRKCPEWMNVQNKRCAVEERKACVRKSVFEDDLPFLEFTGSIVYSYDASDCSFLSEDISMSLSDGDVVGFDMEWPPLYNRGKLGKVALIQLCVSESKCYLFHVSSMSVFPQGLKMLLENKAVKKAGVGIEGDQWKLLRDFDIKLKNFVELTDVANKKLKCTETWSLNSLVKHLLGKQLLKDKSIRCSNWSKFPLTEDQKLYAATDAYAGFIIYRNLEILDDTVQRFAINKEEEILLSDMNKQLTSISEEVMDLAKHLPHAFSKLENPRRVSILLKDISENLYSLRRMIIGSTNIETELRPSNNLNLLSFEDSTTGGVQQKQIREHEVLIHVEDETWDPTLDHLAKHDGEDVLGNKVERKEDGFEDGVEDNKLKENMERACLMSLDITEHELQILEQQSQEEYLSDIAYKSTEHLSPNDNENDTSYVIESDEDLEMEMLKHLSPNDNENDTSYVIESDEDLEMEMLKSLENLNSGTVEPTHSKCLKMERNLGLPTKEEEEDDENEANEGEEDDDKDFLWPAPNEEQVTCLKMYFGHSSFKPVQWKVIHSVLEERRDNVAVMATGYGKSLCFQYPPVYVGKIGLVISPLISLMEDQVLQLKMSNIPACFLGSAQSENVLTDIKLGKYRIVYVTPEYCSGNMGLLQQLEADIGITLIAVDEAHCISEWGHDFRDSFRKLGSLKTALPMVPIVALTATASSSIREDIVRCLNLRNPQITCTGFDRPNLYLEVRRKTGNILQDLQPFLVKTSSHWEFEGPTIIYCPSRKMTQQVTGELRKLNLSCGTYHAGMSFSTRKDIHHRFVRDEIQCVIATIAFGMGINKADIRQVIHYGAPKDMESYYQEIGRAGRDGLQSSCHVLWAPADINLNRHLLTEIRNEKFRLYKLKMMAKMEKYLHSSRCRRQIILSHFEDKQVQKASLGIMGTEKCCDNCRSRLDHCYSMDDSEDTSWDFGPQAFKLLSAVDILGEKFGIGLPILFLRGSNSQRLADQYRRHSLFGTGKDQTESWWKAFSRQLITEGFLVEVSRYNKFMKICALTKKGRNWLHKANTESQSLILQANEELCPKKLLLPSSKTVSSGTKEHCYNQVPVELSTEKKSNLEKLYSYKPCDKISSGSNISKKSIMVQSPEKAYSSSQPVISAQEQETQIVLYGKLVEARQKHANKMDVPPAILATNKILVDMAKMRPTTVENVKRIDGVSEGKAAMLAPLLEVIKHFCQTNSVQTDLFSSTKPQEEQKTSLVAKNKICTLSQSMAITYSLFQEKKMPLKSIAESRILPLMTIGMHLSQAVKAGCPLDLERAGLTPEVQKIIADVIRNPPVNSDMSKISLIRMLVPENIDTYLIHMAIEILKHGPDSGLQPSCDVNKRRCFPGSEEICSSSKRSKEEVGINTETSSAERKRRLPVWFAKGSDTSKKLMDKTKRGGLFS
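Kinetic fluorescence helicase assay: unwinding of a quenched forked DNA duplex (100 nM final) with 2 mM ATP final raises red fluorescence (525/598 nm). Compounds sat 15 min at room temperature with 20 nM WRN beforehand.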
HT1080 IDH1KD tx: toxicity to HT-1080 IDH1 knockdown cells (counter line); HT-1080 IDH1 knockdown viability, ATP luminescence, 48 h; Potency, µM (series often up to 46.1 µM), for the others: at the top dose activity, negative = toxicity, actives largely listed as cytotoxic; 360,000 compounds, 2% hits;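 note: potency is the fitted concentration of half-maximal effect; 0% = DMSO wells and -100% = cell-free medium wells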
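Assay cells: HT-1080 with IDH1 knockdown, 750 per well, RPMI/5% FBS. Exposure: 48 h at 37 °C following 2 h pre-incubation. Read: CellTiter-Glo luminescence; fitted concentration-response, curve class assigned.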
KB-V1 cytotox: kills drug-selected multidrug resistant KB-V1 cells | KB-V1 MDR cells viability, CellTiter-Glo, 72 h | Potency, µM (top dose mostly 46.1 µM), for the others: at the highest dose activity change, negative = cytotoxicity, hits mostly cytotoxic | 400,000 compounds, 3.4% hits | AID 1347076; note: potency is the fitted concentration of half-maximal effect; % is set by controls: 0 for no effect and ±100 for the full control effect; nearly all actives have a fitted effect of over 60% in size
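KB-V1 cells (P-gp-expressing MDR subline of KB-3-1) in phenol-red-free DMEM with 10% FBS were exposed to library compounds over a concentration series for 72 h at 37 degrees C. Viability read by CellTiter-Glo luminescence; concentration-effect curves fitted after normalization.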
KB-3-1 tox: kills parental KB-3-1 adenocarcinoma cells. 400,000 compounds, 1.4% hits. KB-3-1 viability, CellTiter-Glo ATP luminescence, 72 h. Potency, µM (titrated, usually from 46.1 µM), for the others: top-dose activity change, negative = cytotoxic, most hits filed as cytotoxic; note: potency is the fitted concentration of half-maximal effect; % is set by controls: 0 for no effect and ±100 for the full control effect; nearly all actives have a fitted effect of over 60% in size
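Here the drug-naive KB-3-1 line serves as comparator for MDR sub-line selectivity; cells received compound titrations, 72 h at 37 °C, then CellTiter-Glo readout.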
ATXN2 expr inh: ATXN2 expression inhibition. 360,000 compounds, 0.72% hits. HEK-293 ATXN2-luciferase reporter, luminescence, 24 h. Potency, µM (doses to about 57 µM), for the others: top-dose activity change, negative = inhibition, most hits filed as inhibitors; note: potency is the fitted concentration of half-maximal effect; % is set by controls: 0 for no effect and ±100 for the full control effect; nearly all actives have a fitted effect of over 55% in size
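qHTS (up to 57 uM final) was run with 24 h compound exposure of reporter cells at 37 °C. Each well was multiplexed: SteadyGlo luminescence measured ATXN2-luciferase expression after a fluorogenic Gly-Phe-AFC viability readout (25 uM final).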
An asterisk follows results filed as active; ? = inconclusive; · = no result given; [ ] = dose if it differs, or a comment. Unless noted, calls come from the whole dose curve; as a rule, active = well fitted curve in the direction sought with a large enough effect; inconclusive = small, poorly fitted or top-dose-only effect, or another doubt; inactive = no such curve, though single readings can be large; an effect the other way counts as inactive or inconclusive.

The line under a structure holds: HT1080-NT tox	IL-1B inflam inh	SW480 rereplic	MCF10A rerep	WRN helicase inh	HT1080 IDH1KD tx	KB-V1 cytotox	KB-3-1 tox	ATXN2 expr inh
- C/C=C/Cn1c(SCc2ccc(Cl)cc2)nc2c1c(=O)[nH]c(=O)n2C
 : ?	17.8	-9.3%	27.9%	-23.0%	?	?	-3.6%	-4.1%
- CCCOc1ccc(Cc2c(Cl)nc(SC)nc2N(C)C)cc1
 : -18.8%	-25.9	5.9%	9.1%	0.5%	-16.7%	-5.0%	?	-18.3%
- COc1cccc2cc(C(=O)N3CC(C)OC(C)C3)c(=O)oc12 (stereo unspecified)
 : -3.0%	-12.7	-19.3%	11.8%	1.8%	8.4%	11.7%	15.4%	-18.8%
- CN(CP(=O)(O)CN(C)S(C)(=O)=O)S(C)(=O)=O
 : 6.9%	20.1	-5.9%	-11.5%	-3.6%	4.8%	10.2%	-6.8%	-12.3%
- COc1ccc(C(=O)/C=C/c2ccc(F)cc2)c(OC(=O)c2ccc([N+](=O)[O-])cc2)c1
 : ?	-94.2*	?	?	10.0%	?	?	-23.3%	6.5%
- CC(C)N1C(=O)C2C(C(=O)NCc3ccccc3)C3C=CC2(O3)C1C(=O)NC(C)(C)C (stereo unspecified)
 : 15.2%	-0.3	0.9%	2.1%	2.7%	14.0%	-13.2%	0.2%	1.2%
- O=c1[nH]c2ccc(Cl)cc2c(-c2ccccc2)c1N1CCOCC1
 : -1.7%	0.3	?	?	-2.0%	0.5%	-26.9%	-5.9%	-6.3%
- NC(=O)NC(CC(=O)NCCc1ccc(S(N)(=O)=O)cc1)c1ccc(Cl)cc1 (stereo unspecified)
 : 6.3%	-8.5	2.6%	-0.2%	3.5%	3.6%	8.7%	1.0%	4.5%
- CC(=O)N(c1ccccc1)c1nc(C)cc(C)c1C#N
 : -3.5%	31.2	1.2%	-2.8%	0.6%	1.7%	4.5%	-1.9%	6.7%
- CC(C)[C@@H](NC(=O)OC(C)(C)C)C(=O)NCC1CCC(C(=O)N[C@@H](Cc2ccccc2)C(=O)O)CC1 (stereo partly specified)
 : 3.3%	-16.3	0.4%	0.5%	9.2%	2.4%	2.5%	2.0%	-7.7%
- CCCC(=O)N(CCN(C(=O)CCC)c1ccccc1)c1ccccc1
 : 5.8%	-20.6	-6.5%	21.4%	-0.1%	-7.3%	10.3µM*	1.4%	-3.9%
- O=C(COc1cc([N+](=O)[O-])cc2cccnc12)NCCC1=CCCCC1
 : -15.0%	29.1	-21.9%	-30.8%	1.4%	-8.7%	-12.6%	3.0%	-25.6%
- Cc1ccc(-c2nnc3cccc(Cl)n23)cc1
 : 10.5%	5.6	-1.4%	0.6%	2.3%	14.9%	3.5%	-19.9%	-14.2%
- Cc1occc1-c1nnc(SCC(=O)c2c(N)n(Cc3ccccc3)c(=O)n(C)c2=O)n1C
 : 11.9%	0.0	-3.6%	0.7%	-2.4%	1.4%	-3.7%	19.0%	·
- O=C(Cc1ccccc1)NCCS(=O)(=O)N1CCN(c2ccccc2)CC1
 : 2.2%	7.5	-4.0%	7.0%	-3.0%	-1.5%	?	2.1%	4.3%
- CCCCNCC1C(Oc2ccc(Cl)cc2)C(=O)N1c1ccccc1C (stereo unspecified)
 : ?	-195.5*	?	?	-10.9%	23.1µM*	-20.5%	-21.8%	-21.6%
- CCn1c(Cc2ccccc2)nnc1SCC(=O)N1CCCCC1
 : 4.5%	41.8	-3.7%	14.2%	-2.0%	1.5%	-0.5%	3.6%	3.6%
- Cc1ccccc1Nc1nnc(SCc2cc(=O)n3ccsc3n2)s1
 : -2.8%[9.24 µM]	0.0	-3.0%	-0.1%	-9.3%	?	-1.5%	-3.8%	19.0%
- CC1(O)C(c2ccccc2)=Nc2ccccc21 (stereo unspecified)
 : -14.5%	29.8	·	·	4.5%	-13.9%	-2.0%	-6.7%	·
- CCCCCNC(=O)C1CC=CCC1C(=O)O (stereo unspecified)
 : 9.4%	28.2	-1.0%	-2.4%	-0.4%	17.3%	18.6%	5.3%	1.2%
- COc1ccc(NC(=O)CSc2nnc(NC(=O)CN3CCOCC3)s2)cc1
 : 6.1%	-1.4	-52.7%[inhibitor]	21.3%	-2.0%	1.7%	-1.2%	-0.4%	·
- Cc1cc2nc(C(C)(C)C)c(CC3CCCCC3)n2c(C)c1Br
 : 19.2%	59.7	·	·	2.1%	9.9%	-4.5%	-1.8%	7.9%
- O=C(COC(=O)c1ccc(S(=O)(=O)N2CCCC2)cc1)Nc1cccc(Br)c1
 : -1.0%	-9.6	0.5%	8.9%	-5.3%	-0.2%	-16.4%	-7.3%	·
- CN(Cc1ccccc1)C(=O)CN1C(=O)NC2(CCCc3sccc32)C1=O (stereo unspecified)
 : -5.3%	-13.0	·	·	16.3%	1.4%	-22.1%	-16.1%	·
- CCN(Cc1ccccc1)S(=O)(=O)c1ccc(S(=O)(=O)N2CCN(CCC#N)CC2)cc1
 : -5.7%	14.9	12.6%	4.7%	4.2%	2.4%	-0.7%	-0.7%	7.1%
- Cc1c(N=Cc2ccc(-c3ccc(Cl)cc3)o2)c(=O)n(-c2ccccc2)n1C
 : 13.6%	12.9	-0.8%	4.3%	0.7%	8.2%	-2.1%	-6.4%	-21.7%
- CCc1ccccc1NC(=O)c1cc(C2CC2)on1
 : 1.5%	19.9	-9.3%	-1.0%	-3.4%	16.5%	0.4%	0.4%	3.2%
- Cc1cccc(NC(=O)c2sc3nc(-c4ccc(F)cc4)cn3c2C)n1
 : -4.4%	6.2	-4.9%	10.7%	-1.7%	-2.5%	?	-10.9%	?
- CC(C)=CCN1CCN(Cc2cccn2-c2nccs2)CC1CCO (stereo unspecified)
 : 1.7%	-0.2	-5.3%	12.8%	0.8%	1.0%	?	3.1%	-14.4%
- COc1ccc(C(=O)N2CCN(c3c(C)cccc3C)CC2)cc1OC
 : -1.7%	23.6	-10.1%	2.8%	-3.3%	-6.3%	-24.2%	-12.8%	-21.6%

The last 4 records of the part before open the next one:
The line under a structure holds: HT1080-NT tox	IL-1B inflam inh	SW480 rereplic	MCF10A rerep	WRN helicase inh	HT1080 IDH1KD tx	KB-V1 cytotox	KB-3-1 tox	ATXN2 expr inh
- CCc1ccccc1NC(=O)c1cc(C2CC2)on1
 : 1.5%	19.9	-9.3%	-1.0%	-3.4%	16.5%	0.4%	0.4%	3.2%
- Cc1cccc(NC(=O)c2sc3nc(-c4ccc(F)cc4)cn3c2C)n1
 : -4.4%	6.2	-4.9%	10.7%	-1.7%	-2.5%	?	-10.9%	?
- CC(C)=CCN1CCN(Cc2cccn2-c2nccs2)CC1CCO (stereo unspecified)
 : 1.7%	-0.2	-5.3%	12.8%	0.8%	1.0%	?	3.1%	-14.4%
- COc1ccc(C(=O)N2CCN(c3c(C)cccc3C)CC2)cc1OC
 : -1.7%	23.6	-10.1%	2.8%	-3.3%	-6.3%	-24.2%	-12.8%	-21.6%
- COC(=O)c1ccccc1NC(=O)C1CC(c2ccccc2O)=NO1 (stereo unspecified)
 : -2.2%	25.2	0.4%	-8.3%	-0.1%	?	0.0%	12.7%	-8.4%
- CC(Oc1ccc(S(=O)(=O)N2CCCC2)cc1[N+](=O)[O-])C(=O)NC1(C#N)CCCCC1 (stereo unspecified)
 : -3.4%[9.24 µM]	-3.4	-18.9%	0.7%	5.2%	-25.7%	-28.2%	-9.6%	-14.3%
- COCCn1c(N)c(C(=S)NC(=O)c2cccs2)c(=O)[nH]c1=O
 : -2.6%	-8.8	?	15.8%	-6.5%	17.7%	4.3%	-2.8%	·
- Nc1ccn(CC(=O)N[C@H](CO)Cc2c[nH]c3ccccc23)c(=O)n1
 : -5.3%	12.2	-31.3%[inhibitor]	29.8%	8.8%	3.4%	7.7%	3.9%	3.3%
- CCC(C(=O)NCCc1ccccc1)c1ccccc1 (stereo unspecified)
 : -1.1%	-3.4	?	3.6%	4.8%	4.2%	-6.7%	-1.1%	·
- O=C(Cc1c[nH]c2ccccc12)N1CCc2ccccc21
 : -0.9%	?	7.9%	10.2%	4.0%	-15.7%	5.5%	16.0%	48.4%[activator]
- CCOC(=O)c1c(NC(=O)c2ccncc2)sc(C)c1C
 : -1.6%	-2.0	-22.9%	5.1%	-3.8%	-15.0%	-19.6%	-8.2%	·
- Cc1nc(CCNC(=O)c2cccs2)cs1
 : 14.4%	-15.9	-1.8%	-1.2%	-1.3%	3.6%	3.8%	2.4%	8.8%
- CC1(c2ccc3ccccc3c2)NC(=O)N(CC(=O)N2CCC(C(N)=O)CC2)C1=O (stereo unspecified)
 : 1.6%	-9.9	-89.4%[inhibitor]	-16.4%	1.3%	-2.8%	-3.2%	-0.8%	2.8%
- CCOc1cc(CNCC2CCCN2CC)cc(Cl)c1OC (stereo unspecified)
 : -4.4%	9.0	-127.7%[inhibitor]	-13.1%	8.8%	5.4%	-1.3%	-17.0%	1.8%
- Cc1nc(CN2CCCC2=NC#N)n(-c2ccccc2)n1
 : -4.3%	4.9	-6.0%	-2.6%	2.9%	-16.3%	9.1%	4.2%	-9.3%
